Assay outcomes from PubChem.
TRPV1 ag = agonists of human vanilloid receptor 1 (TRPV1); TRPV1-expressing cells, Fluo-8 calcium influx, agonist mode; activation, % at 8.33 µM; 320,000 compounds, 0.19% hits; AID 540275; in the data active means activation above about 80%; inconclusive means between about 30% and that limit; further: 0% is about no effect
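Cells expressing TRPV1 were dye-loaded with Fluo-8 and read kinetically: 10 s baseline, 3 min after compound (agonist portion), then 2 min after EC20 capsaicin (allosteric enhancer portion). Calcium-bound dye fluorescence at 480/520 nm.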
PTAP TSG101 blk = blocks PTAP/TSG101 interaction to inhibit HIV-1 budding; Potency, µM (series often up to 115 µM), for the others: at the top dose activity change, negative = inhibition, actives largely listed as inhibitors; Fluorescence polarization, FITC-PTAP peptide / Tsg101 binding; 340,000 tested, under 10 active; Q99816; AID 493005; active means well fitted inhibition curve with a large enough effect in the main read-out, with a control signal flat, not every such curve was filed as active; inconclusive means small, poorly fitted or top-dose-only effect, or effect the other way, or a change in a side signal; inactive means no such curve, though single readings can be large or run the other way; further: potency means the concentration at half of the fitted maximal effect; % of control where 0% means no effect
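FP read-out: FITC-PTAP peptide, 50 nM final, binding Tsg101 binding domain, 10 uM final; 20 min, r.t.; 10 mM HEPES pH 7.5, 0.15 M NaCl, 0.01% Tween 20, 3 mM EDTA, 0.1 mM TCEP.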
ELG1 genotoxic = induces genotoxicity in HEK293T cells with luciferase-tagged ELG1 | HEK293T ELG1-luciferase reporter, luminescence, 16 h | Potency, µM (top dose mostly 46 µM), inactives show at the highest dose activity change, positive = activation, usual class: activators | 330,000 compounds, 1.3% hits | AID 504466; further: potency means the concentration at half of the fitted maximal effect; % of control where 0% means no effect; nearly all actives have a fitted effect of over 60% in size
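Cells (2,000/well) expressing the ELG1-luciferase fusion are dosed by pin tool and kept 16 hr at 37 °C, 5% CO2. Signal comes from ONE-Glo luciferase reagent after 30 min at room temperature.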
S-ASM inh = blocks human secretory acid sphingomyelinase; placental ASM, HMU-PC fluorogenic substrate, 60 min; P17405; 340,000 compounds, 0.006% hits; Potency, µM (series often up to 57.5 µM), without a hit: at the highest dose activity change, negative = inhibition, actives largely listed as inhibitors; further: potency means the concentration at half of the fitted maximal effect
Target sequence (P17405 47-631 limits assumed): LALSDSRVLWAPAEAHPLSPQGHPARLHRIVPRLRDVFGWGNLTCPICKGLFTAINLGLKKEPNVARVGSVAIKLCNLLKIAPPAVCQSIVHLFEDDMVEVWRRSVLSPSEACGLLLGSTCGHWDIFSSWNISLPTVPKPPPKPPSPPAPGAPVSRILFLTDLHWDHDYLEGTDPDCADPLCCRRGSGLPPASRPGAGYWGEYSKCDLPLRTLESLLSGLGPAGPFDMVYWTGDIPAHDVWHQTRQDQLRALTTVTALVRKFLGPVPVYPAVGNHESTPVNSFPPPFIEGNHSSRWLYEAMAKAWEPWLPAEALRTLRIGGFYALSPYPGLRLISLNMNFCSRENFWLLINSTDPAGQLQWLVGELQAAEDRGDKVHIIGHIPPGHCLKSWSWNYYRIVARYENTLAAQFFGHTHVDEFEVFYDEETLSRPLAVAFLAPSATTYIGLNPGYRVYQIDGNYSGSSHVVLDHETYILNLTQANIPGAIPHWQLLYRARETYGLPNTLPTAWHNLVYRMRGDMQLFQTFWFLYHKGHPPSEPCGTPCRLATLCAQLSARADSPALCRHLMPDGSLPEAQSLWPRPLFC
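Fluorogenic HMU-PC substrate (9 uM final) is turned over by placental ASM in 60 min at 37 C after a 10 min compound preincubation. Reaction ended by alkaline stop (pH 10), with fluorescence read at 386/447 nm.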
p53 reactivator = restores transcriptional activity of mutant p53; H1299 p53-A138V BP100-luciferase reporter, luminescence, 24 h; 320,000 compounds, 0.063% hits; Potency, µM (highest dose often 92.2 µM), for the others: at the top dose activity change, positive = activation, usual class: activators; further: potency means the concentration at half of the fitted maximal effect; % of control where 0% means no effect; nearly all actives have a fitted effect of over 45% in size
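H1299 (p53-null), stable ts p53-A138V + BP100-Luc; 1000 cells/well, Opti-MEM/10% FBS; cpd 4 pt, 1:5; 24 h, 37 deg C, 5% CO2; detection reagent 10 min RT; luminescence.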
a7 integrin act = activators of alpha7 integrin expression for muscular dystrophy. alpha7betagal myoblasts, beta-gal FDG fluorescence, 48 h. Potency, µM (series often up to 38.3 µM), inactives show at the highest dose activation, most hits filed as activators. 350,000 compounds, 0.064% hits;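 further: potency means the concentration at half of the fitted maximal effect; 100% = response of the positive control SU9516; nearly all actives have a fitted effect of over 60% in size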
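Alpha7betagal+/- myoblasts (passage 13) were plated 16-24 hr, then exposed to compounds (1:260 dilution of DMSO stock) for 48 hours at 37C. After MPER lysis, β-galactosidase reporter activity was read as FDG fluorescence (ex 480/em 540) after 30 minutes.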
Eya2 inh = blocks the phosphatase activity of human Eya2; Potency, µM (top dose mostly 76.9 µM), for the others: at the highest dose activity, negative = inhibition, actives largely listed as inhibitors; recombinant Eya2, OMFP fluorescence dephosphorylation (OMFP is methylfluorescein phosphate); 330,000 compounds, 0.006% hits; O00167; further: potency means the concentration at half of the fitted maximal effect; on the % scale 0 is the no-effect control and ±100 the full control effect
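Eya2 (0.2 uM) preincubated 10 min at ambient with compound, then OMFP substrate added at 50 uM; 10 min reaction in 50 mM HEPES pH 7.5, 50 mM NaCl, 5 uM MgCl2, 0.05% BSA, 1 mM DTT. Fluorescence read at Ex 485/Em 525 nm.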
B2AR arrestin = recruits beta-arrestin to the human beta2-adrenergic receptor; beta-arrestin recruitment to beta2AR, cell-based reporter; Potency, µM (titrated, usually from 46.1 µM), inactives show at the highest dose activation, actives largely listed as activators; 330,000 compounds, 0.02% hits; P07550;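 further: potency means the concentration at half of the fitted maximal effect; 0% = DMSO controls and full agonism = EC100 isoproterenol or metaproterenol; nearly all actives have a fitted effect of over 65% in size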
BRCA1 expr up = activators of BRCA1 expression; MCF7-BRCA1-FFLuc reporter, luminescence, 48 h; response scale: scaled: vehicle 0%, 10 µM genistein 100%; Potency, µM (doses to about 46.1 µM), for the others: at the top dose activation, usual class: activators; 380,000 compounds, 1.1% hits; AID 624202; further: potency means the concentration at half of the fitted maximal effect; nearly all actives have a fitted effect of over 80% in size; some results filed as inactive show a strong effect at the top dose
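MCF7-BRCA1-FFLuc cells, 2000/well in phenol-red-free MEM, attached 2 h then treated 48 h at 37 C. Luciferase luminescence read 15 min after reagent; normalized to genistein maximum activation (10microM) and DMSO, concentration-response fitted.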
uPA generation = inhibitors of cell surface uPA generation; cell surface uPA generation assay, qHTS; Potency, µM (top dose mostly 38.3 µM), inactives show at the top dose activity change, negative = inhibition, hits mostly inhibitors; 330,000 compounds, 0.31% hits; active means well fitted inhibition curve with a large enough effect; inconclusive means small, poorly fitted or top-dose-only effect; inactive means no such curve, though single readings can be large or run the other way; tested in mouse RAW 264.7 cells; further: potency means the concentration at half of the fitted maximal effect; on the % scale 0 is the no-effect control and ±100 the full control effect; nearly all actives have a fitted effect of over 55% in size
USP2a inh = inhibitors of human ubiquitin-specific protease USP2a | USP2 core, Ub-CHOP2 coupled fluorogenic reporter, 485/531 | AID 463254 | O75604 | 330,000 compounds, 0.01% hits | Potency, µM (titrated, usually from 38.3 µM), for the others: at the highest dose activity change, negative = inhibition, actives largely listed as inhibitors;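 further: potency means the concentration at half of the fitted maximal effect; plate controls were DMSO wells for no effect and full inhibition by NEM control for full effect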
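Cell-free coupled assay: 10nM USP2 core preincubated 30min RT with compound in Tris-HCl pH 8.0/CaCl2/CHAPS buffer, then 25nM Ub-CHOP2 and 25nM reporter substrate; fluorescence (Ex 485/Em 531) read after 60min RT, normalized to NEM inhibition, concentration-response curves fitted.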
* hit, by the source's call; ? = inconclusive; . = no result given; [ ] = dose if it differs, or a comment. Unless noted, the call rests on the fitted dose curve; in most records, active means well fitted curve in the direction sought with a large enough effect; inconclusive means small, poorly fitted or top-dose-only effect, or another doubt; inactive means no such curve, though single readings can be large; an effect the other way counts as inactive or inconclusive.

Below each SMILES – TRPV1 ag, PTAP TSG101 blk, ELG1 genotoxic, S-ASM inh, p53 reactivator, a7 integrin act, Eya2 inh, B2AR arrestin, BRCA1 expr up, uPA generation, USP2a inh
O=C(Nc1cc2c(oc1=O)CCCC2=O)c1ccc(Cl)cc1
  3, -1%, 12%, -4%, 13%, 43%, -23%, 0.2%, -13%, ., 3%
COc1ccc(CCNC(=S)Nc2ccccc2)cc1
  ., -2%, -1%, 1%, 1%, -32%, -10%, 7.5%, 7%, 0%, -7%
CCCCOc1ccc(C(=O)NCC(=O)NCc2ccccn2)cc1
  1, -6%, 7%, 0%, -2%, ?, -21%, 4.3%, -26%, -7%, 1%
Oc1ccc(O)c(Cc2nc3ccccc3s2)c1
  28, -2%, -3%, -3%, -17%, 27%, 6%, 0.1%, -51%, -12%, -6%
CC1=CSC2=NC(=O)/C(=C\c3cccn3-c3ccc([N+](=O)[O-])cc3)C(=N)N12
  -5, 0%, 2%, -6%, -6%, 8%, -5%, 0.0%, -35%, -2%, -5%
C=CCSc1nnc(-c2ccccc2N=Cc2c(C)[nH]n(-c3ccccc3)c2=O)c(=O)[nH]1
  1, -7%, -8%, -1%, 5%, 17%, 8%, -1.2%, -14%, 6%, -5%
CC(C)(C)OC(=O)C[C@H]1C/C=C\C[C@H](CC(=O)NCCO)C(=O)N2CCC[C@@H]2COC1=O
  ., -3%, 1%, 5%, 7%, -24%, 11%, -0.3%, -1%, 2%, 5%
O=C(COc1ccc2cc(Br)ccc2c1)N1CCOCC1
  ., -6%, 9%, -6%, 8%, 15%, -8%, 0.2%, ?, -5%, 4%
CCc1nnc(NC(=O)c2ccc(S(=O)(=O)N(CC)Cc3ccccc3)cc2)o1
  -1, -3%, -9%, -3%, 9%, -35%, 1%, -0.3%, -73%, -10%, 0%
CCc1ccc(Nc2cc(=O)n(C3CCCCC3)c(=O)[nH]2)cc1
  ., 0%, 8%, -2%, -5%, 5%, 5%, -0.5%, -55%, -4%, 0%
CCC1(CC)NC(=O)N(CC(=O)OCn2nnc3ccccc3c2=O)C1=O
  4, 1%, 2%, 1%, 0%, -3%, 33%[15.4 µM], -0.2%, -1%, -3%, 8%
CCOc1ccc(Oc2c(/C=N/NC(=O)COc3ccccc3OC)c(C)nn2-c2ccccc2)cc1
  0, 0%, -12%, 6%, 0%, -1%, -6%, 8.8%, -83%, 10%, -7%
COc1ccc(NC(=O)N(C)C[C@H]2Oc3ccc(NC(=O)Nc4ccc(C(F)(F)F)cc4)cc3C(=O)N([C@H](C)CO)C[C@@H]2C)cc1
  ., -6%, 0%, ?, 23%, 16%, 3%, -0.6%, -42%, 17%, -14%
COc1ccccc1-c1ccc(SCC(=O)NC2CCCC2)nn1
  10, -4%, 16%, ., 8%, -2%, 7%, 0.5%, -9%, 9%, 0%
CCCN(CCC)S(=O)(=O)c1ccc(Cl)c(OC)c1
  4, -2%, 1%, -3%, -4%, -16%, -3%, 0.2%, -13%, 0%, 1%
CC(C)C(NC(=O)c1ccc(F)cc1)C(=O)N1CCN(C(=O)c2ccco2)CC1 (centres undefined)
  1, -1%, 0%, 1%, 3%, 17%, 0%, 0.5%, 0%, -47%, 2%
CCOc1ccccc1Nc1nc2ccccc2n2cnnc12
  0, 0%, 8%, 36%, -1%, -7%, 2%, -0.1%, -24%, 5%, 1%
CC(=O)Nc1cccc(-c2nc3ccc(NC(C)=O)cc3s2)c1
  -1, -8%, ?, 74%[activator], 3%, -6%, 6%, -0.8%, ?, ?, 0%
CCCCC(=O)NC(=S)Nc1cccc(NC(=O)CC)c1
  ., -6%, -1%, 4%, -4%, -3%, -14%, -0.2%, 9%, 1%, 4%

Shown in markdown: 9 of the compounds above.
| Molecule | TRPV1 ag | PTAP TSG101 blk | ELG1 genotoxic | S-ASM inh | p53 reactivator | a7 integrin act | Eya2 inh | B2AR arrestin | BRCA1 expr up | uPA generation | USP2a inh |
| --- | --- | --- | --- | --- | --- | --- | --- | --- | --- | --- | --- |
| CCC1(CC)NC(=O)N(CC(=O)OCn2nnc3ccccc3c2=O)C1=O | 4 | 1% | 2% | 1% | 0% | -3% | 33%[15.4 µM] | -0.2% | -1% | -3% | 8% |
| CCOc1ccc(Oc2c(/C=N/NC(=O)COc3ccccc3OC)c(C)nn2-c2ccccc2)cc1 | 0 | 0% | -12% | 6% | 0% | -1% | -6% | 8.8% | -83% | 10% | -7% |
| COc1ccc(NC(=O)N(C)C[C@H]2Oc3ccc(NC(=O)Nc4ccc(C(F)(F)F)cc4)cc3C(=O)N([C@H](C)CO)C[C@@H]2C)cc1 | . | -6% | 0% | ? | 23% | 16% | 3% | -0.6% | -42% | 17% | -14% |
| COc1ccccc1-c1ccc(SCC(=O)NC2CCCC2)nn1 | 10 | -4% | 16% | . | 8% | -2% | 7% | 0.5% | -9% | 9% | 0% |
| CCCN(CCC)S(=O)(=O)c1ccc(Cl)c(OC)c1 | 4 | -2% | 1% | -3% | -4% | -16% | -3% | 0.2% | -13% | 0% | 1% |
| CC(C)C(NC(=O)c1ccc(F)cc1)C(=O)N1CCN(C(=O)c2ccco2)CC1 (centres undefined) | 1 | -1% | 0% | 1% | 3% | 17% | 0% | 0.5% | 0% | -47% | 2% |
| CCOc1ccccc1Nc1nc2ccccc2n2cnnc12 | 0 | 0% | 8% | 36% | -1% | -7% | 2% | -0.1% | -24% | 5% | 1% |
| CC(=O)Nc1cccc(-c2nc3ccc(NC(C)=O)cc3s2)c1 | -1 | -8% | ? | 74%[activator] | 3% | -6% | 6% | -0.8% | ? | ? | 0% |
| CCCCC(=O)NC(=S)Nc1cccc(NC(=O)CC)c1 | . | -6% | -1% | 4% | -4% | -3% | -14% | -0.2% | 9% | 1% | 4% |

A few values from the results shown.
B2AR arrestin with CC(C)(C)OC(=O)C[C@H]1C/C=C\C[C@H](CC(=O)NCCO)C(=O)N2CCC[C@@H]2COC1=O → -0.3%
Eya2 inh with CCc1nnc(NC(=O)c2ccc(S(=O)(=O)N(CC)Cc3ccccc3)cc2)o1 → 1%
